SR-BI DiI-HDL act = activators of SR-BI mediated HDL lipid uptake. CHO ldlA[mSR-BI] cells, DiI-HDL uptake fluorescence, 3 h; 100 = double the neutral-control signal. activation, % at 12.5 µM. actives 0.096% (n = 320,000);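 active = mean replicate activation of at least 60% and every replicate at or above 60%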;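 note: 0% = median plate neutral-control signal and 100% = twice that signal; values of inactives mirror those of a sister screen read the other way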
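System: LDL receptor-deficient CHO ldlA cells overexpressing murine SR-BI | Timing: 3 h uptake period with compound, 37 °C | Medium: HEPES-buffered (25 mM, pH 7.4) F12 plus 0.5% BSA | Dosing: Single-point compound dose | Signal: Bottom-read fluorescence, 550/595 nm | Read-out: Retained DiI signal reflecting DiI-HDL uptake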
DAGLB inh = diacylglycerol lipase beta (human) inhibition; Q8NCG7; HEK293T DAGLB membrane lysate, EnzChek fluorogenic substrate; inhibition, % at 5.17 µM; actives 0.059% (n = 340,000); in the data active = inhibition above about 34%;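 note: 0% = enzyme with vehicle and 100% = wells lacking enzyme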
CAL PDZ FP-1 = inhibitors of human CAL PDZ peptide binding | Q9HD26 | AID 602252 | purified CAL PDZ, TMR-peptide fluorescence polarization, 1 h | actives 0.92% (n = 300,000) | inhibition, % at 24.9 µM;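 active = mean inhibition of at least 30% with at least half of replicates also reaching 30%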;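 note: 0% = DMSO neutral control and 100% = excess unlabeled competitor peptide PRC23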
LANA DNA inh = inhibitors of KSHV LANA C-terminal domain DNA binding; MBP-C-LANA/FAM-LBS DNA binding, fluorescence polarization; inhibition, % at 9 µM; actives 0.078% (n = 340,000);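 active = highest replicate inhibition at or above 60% at 9 µM, even if other replicates fall short; inactive = all replicates below 60% inhibition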;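 note: 0% = neutral control wells and 100% = 4 µM acridine orange control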
Rtt109 Vps75 = blocks Candida albicans Rtt109/Vps75 acetyltransferase activity; Q5AAJ8; purified Rtt109/Vps75, ThioGlo CoA-SH fluorescence, 4 h; inhibition, % at 34.9 µM; actives 0.16% (n = 330,000); AID 540336;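 active = inhibition of at least 50% in every replicate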
Target sequence (Q5AAJ8 whole entry, looked up): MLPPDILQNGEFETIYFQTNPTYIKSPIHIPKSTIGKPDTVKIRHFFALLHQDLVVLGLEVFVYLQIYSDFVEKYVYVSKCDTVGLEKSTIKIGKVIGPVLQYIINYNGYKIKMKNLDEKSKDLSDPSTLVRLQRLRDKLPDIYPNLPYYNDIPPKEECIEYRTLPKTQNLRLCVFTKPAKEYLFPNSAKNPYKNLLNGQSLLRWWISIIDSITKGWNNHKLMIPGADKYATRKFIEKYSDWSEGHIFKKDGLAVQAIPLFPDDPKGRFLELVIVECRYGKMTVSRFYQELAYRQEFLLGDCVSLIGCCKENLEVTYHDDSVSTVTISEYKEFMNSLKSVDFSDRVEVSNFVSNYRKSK
cardiac RTF act = increases calcium sensitivity of human cardiac regulated thin filaments; P19429+P45379; IANBD-labeled TnC RTF fluorescence at EC20 calcium; 0% EC20 calcium, 100% full calcium; activation, % at 7.2 µM; actives 0.24% (n = 340,000);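 active = activation above the mean over all tested compounds plus 3 SD, cut at about 30% in these data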;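 note: rise in fluorescence read as greater calcium sensitivity of cardiac thin filaments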
Keap1-Nrf2 PPI = inhibitors of human Keap1-Nrf2 protein-protein interaction | actives 0.15% (n = 340,000) | Keap1 Kelch-Nrf2 peptide fluorescence polarization, 1536-well | inhibition, % at 9.4 µM; in the data active = inhibition above about 12%;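 note: human Keap1 Kelch domain with fluorescein labeled Nrf2 9mer peptide probe; 0% = neutral control wells and 100% = peptide positive control; higher means more block of Keap1 binding to Nrf2 peptide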
Target sequence (Q14145 whole entry, looked up, the tested form may be a part): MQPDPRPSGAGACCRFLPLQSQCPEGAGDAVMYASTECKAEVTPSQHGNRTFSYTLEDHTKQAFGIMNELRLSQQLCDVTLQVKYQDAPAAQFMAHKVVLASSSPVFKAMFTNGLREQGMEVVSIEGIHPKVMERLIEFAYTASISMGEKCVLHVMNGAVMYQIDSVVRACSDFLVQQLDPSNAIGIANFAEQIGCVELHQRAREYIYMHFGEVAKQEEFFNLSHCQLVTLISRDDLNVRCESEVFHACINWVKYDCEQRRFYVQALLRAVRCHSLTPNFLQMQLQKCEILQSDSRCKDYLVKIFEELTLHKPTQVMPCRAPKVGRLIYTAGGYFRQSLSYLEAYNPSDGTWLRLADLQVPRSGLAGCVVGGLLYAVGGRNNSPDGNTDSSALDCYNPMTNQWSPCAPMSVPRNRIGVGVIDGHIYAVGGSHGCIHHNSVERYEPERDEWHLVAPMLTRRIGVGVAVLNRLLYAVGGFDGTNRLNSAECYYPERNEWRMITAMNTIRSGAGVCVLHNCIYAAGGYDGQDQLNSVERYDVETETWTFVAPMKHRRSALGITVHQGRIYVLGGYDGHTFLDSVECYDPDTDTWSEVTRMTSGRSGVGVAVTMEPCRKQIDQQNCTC
RTF Ca sens inh = cardiac RTF calcium desensitization; P19429+P45379; IANBD-labeled cardiac RTF, Ca2+ fluorescence; inhibition, % at 7.15 µM; actives 0.12% (n = 340,000); AID 493244;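 active = inhibition above the mean inhibition of all tested compounds plus 3 SD, cut at about 17% in these data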;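 note: assay run at fixed EC70 calcium of 1.6 mM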
CAL PDZ FP-2 = inhibitors of human CAL PDZ peptide binding; purified CAL PDZ, TMR-peptide fluorescence polarization, 1 h; inhibition, % at 20 µM; actives 0.02% (n = 330,000); AID 504414;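 active = highest replicate inhibition of at least 40%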;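 note: plate controls were DMSO neutral control wells for no effect and unlabeled competitor peptide control wells for full effect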
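System: tagged CAL PDZ domain. Schedule: 1 h room-temperature incubation prior to read. Signal: fluorescence polarization (mP). Measure: percent inhibition from loss of millipolarization.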
PKA-R2B activ = activators of human PKA-R2B complex; activation, % at 11.4 µM; P22694+P31323; PKA-R2B holoenzyme dissociation, Cy5-IP20 fluorescence polarization; R2B truncated from residue 108, S112A mutant; 0% DMSO only, 100% 113 µM cGMP; actives 0.079% (n = 340,000);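 active = activation above a cutoff set at the mean over all compounds plus 3 SD, cut at about 18% in these data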;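 note: higher means more holoenzyme dissociation and a rise in polarization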
Starred values were filed as active, the others as inactive; . = not tested or not shown.

The line under a structure holds: PKA-R2B activ | cardiac RTF act | LANA DNA inh | CAL PDZ FP-1 | RTF Ca sens inh | DAGLB inh | SR-BI DiI-HDL act | Keap1-Nrf2 PPI | Rtt109 Vps75 | CAL PDZ FP-2
> COc1cc(OC)c(OC)cc1/C=C1\CCC(C2CCCC2)C1=O (centres undefined)
 : -6 | -2 | -2.5 | -3 | -7 | -1 | . | 0 | -7 | -2.7
> CCOC(=O)Cn1c(-c2ccc(OC)cc2)c(-c2ccc(OC)cc2)nnc1=O
 : -6 | -1 | -1.8 | -3 | -2 | 2 | 3 | 3 | -11 | -0.3
> O=C(NC1CCN(Cc2ccccc2)CC1)c1ccc(Cn2c(=S)[nH]c3ccc(N4CCOCC4)cc3c2=O)cc1
 : -4 | 0 | -0.8 | -1 | -5 | 1 | 21 | -6 | 3 | -1.9
> Cc1cc(Br)c(NC(=O)CN(C)CCOc2ccccc2)c(Br)c1
 : 11 | 3 | 0.1 | . | -6 | -8 | -6 | -3 | 4 | -1.0
> O=C(c1ccccc1)N(Cc1ccccc1)Cc1ccccc1
 : 0 | 3 | -0.6 | -4 | 5 | -5 | -3 | 3 | 1 | -0.1
> COC(=O)CN1C(C)=Nc2ccc(Br)cc2C1c1ccccc1 (centres undefined)
 : 1 | -3 | 1.2 | -2 | -19 | 0 | -28 | 4 | -6 | -3.2
> CC1CCCCC1NC(=O)CSc1nc2ccccc2c(=O)n1Cc1ccco1 (centres undefined)
 : 3 | 0 | -4.7 | -3 | -21 | 4 | 22 | -1 | -6 | -6.3
> COC(=O)c1ccc(C(=O)OC)c(NC(=S)N2CCC(N3CCCCC3)CC2)c1
 : -2 | 0 | 0.5 | 0 | -9 | -6 | . | 2 | -4 | -1.3
> COC(=O)c1ccc(S(=O)(=O)N2CCc3ccccc3C2)cc1
 : 6 | 0 | -1.6 | 0 | -9 | -6 | -2 | -4 | -3 | 0.6
> C=CCn1c(SCc2c(C)noc2C)nc2cc(C(=O)O)ccc2c1=O
 : -8 | 2 | 0.0 | -4 | -3 | 1 | 12 | -3 | . | -2.7
> COc1ccc(C(=O)CCN2CCCC(C)C2)cc1 (centres undefined)
 : 9 | -11 | 0.5 | -7 | 5 | -2 | 5 | 1 | 1 | 0.0
> CCOC(=O)c1nn(-c2ccc(OCC)cc2)c2nc(CC(C)C)c(C#N)c(=O)n12
 : 5 | -2 | -1.4 | . | 1 | 0 | -3 | -5 | -5 | -1.5
> Nc1nonc1-c1nc2ccccc2n1CC(=O)O
 : -1 | -9 | 1.3 | -5 | -1 | 3 | 9 | 1 | -2 | -2.2
> Cc1ccc(NC(=S)N2CCC(N(C)CC3CCCO3)CC2)cc1C (centres undefined)
 : -12 | -3 | 2.2 | -3 | -2 | 0 | 2 | 1 | 4 | -1.4
> N#CC(C#N)=C1c2cc(S(N)(=O)=O)ccc2-c2ccc(S(N)(=O)=O)cc21
 : -3 | -3 | -1.8 | . | -13 | 1 | 23 | 0 | -7 | 0.0
> Cc1nn(C)c(C(=O)Nc2ccn(Cc3ccccc3F)n2)c1[N+](=O)[O-]
 : 10 | -2 | -1.3 | -9 | -6 | 1 | -13 | -3 | -7 | .
> COc1ccc(/C=N/NC(=O)C2C3CCCCC32C)cc1OC (centres undefined)
 : 0 | 8 | -2.1 | 4 | -8 | 4 | -21 | -6 | -6 | -3.0
> Clc1ccc2oc(-c3ccccn3)nc2c1
 : 1 | 0 | 1.0 | 1 | -13 | -3 | -1 | -2 | -1 | -2.8
> C[C@@H](C(=O)NCc1ccccc1)N1C(=O)C2CC=CCC2C1=O (some centres undefined)
 : -9 | 0 | 0.5 | -4 | -9 | 0 | -9 | -5 | -2 | 0.2
> CC1CCCC(NC(=O)C2c3ccccc3C(=O)N2Cc2cccs2)C1C (centres undefined)
 : -5 | -1 | -0.6 | . | 2 | 0 | 35 | -3 | -6 | 0.1
> CCOc1ccc2nc3c(cc2c1)CN(CCCO)C(=NCCOC)S3
 : 1 | 3 | -0.2 | -1 | -10 | -4 | -18 | -2 | 0 | -1.6
> CCOC(=O)/C(C#N)=C/C1=C(N2CCCC2)CC(C)(C)OC1
 : -1 | -3 | -0.6 | -2 | 4 | -3 | 7 | 0 | 6 | 0.0
> CCCN(C(=O)Cn1ncc2c([nH]c3ccccc32)c1=O)c1ccccc1C
 : -4 | 0 | -2.2 | 1 | 2 | 1 | 2 | 3 | 0 | -2.4
> CCOC(=O)c1cc(C)nc(Sc2ccc(C)cc2)c1C#N
 : -19 | -2 | -0.3 | -3 | 4 | -8 | -5 | 2 | 2 | -1.0
> O=C(Nc1cccc(C(F)(F)F)c1)C1CCCN(c2ncccn2)C1 (centres undefined)
 : -15 | 2 | 1.3 | -3 | -4 | -5 | 3 | 3 | -1 | .
> Cc1ccc(-c2nc(COC(=O)c3c(C)noc3C)cs2)cc1
 : -1 | -1 | 1.0 | 1 | -4 | -17 | -16 | 0 | . | -3.3
> C[C@H](O)[C@H](O)[C@H]1CNc2nc(N)[nH]c(=O)c2N1
 : 7 | 8 | 1.7 | -3 | -14 | 3 | 1 | -2 | -83 | 0.9
> CCOc1nnc(C)c2c(C)n(-c3cccc(OC)c3)nc12
 : 0 | 0 | 0.5 | 4 | -6 | 0 | 7 | -4 | 6 | -1.5
> Cc1ccc(CNC(=O)CCNS(=O)(=O)c2cccc3nonc23)cc1
 : 5 | 6 | 2.1 | 1 | 5 | 1 | 11 | -3 | 3 | -1.7
> O=C1Nc2ccccc2C12OCCCO2
 : -6 | -4 | -0.2 | . | 2 | -2 | 10 | 2 | -2 | -0.1
> c1ccc(-c2ccc(OCCOCCn3cncn3)cc2)cc1
 : -3 | 1 | 2.1 | 2 | 3 | -1 | -10 | 2 | 3 | -0.6
> CCSc1nnc(CNC(=O)c2ccccc2F)n1-c1ccccc1OC
 : -3 | -1 | -0.7 | . | -12 | 2 | 7 | 4 | -7 | -0.2
> CN(C)NC(=S)NC1CCS(=O)(=O)C1 (centres undefined)
 : 4 | 8 | -1.3 | -2 | 2 | 0 | 2 | 2 | -14 | -1.1
> COc1ccc(NC(=S)N2CCN(C(c3ccccc3)c3ccccc3)CC2)cc1OC
 : 11 | 9 | -1.1 | -1 | -9 | -1 | -3 | 4 | -6 | 0.9
> Cc1ccc(OCCNC(=O)c2cccc(S(=O)(=O)N3CCN(Cc4ccccc4)CC3)c2)cc1
 : -10 | -2 | -0.3 | -4 | 2 | -4 | -21 | -7 | -5 | -0.3
> Cc1c(C)c2c(OCC(=O)N[C@@H](C)C(=O)O)cc3c(c2oc1=O)CCC(C)(C)O3
 : 0 | -2 | -5.1 | -10 | -2 | 0 | 14 | 0 | 0 | -0.5
> Cc1cc(OCCN2CCOCC2)ccc1C(C)C
 : -10 | 4 | 0.2 | -3 | -7 | -1 | 11 | 4 | -5 | -1.6
> COc1cccc(C(=O)N2CCN(Cc3ccc(OC)cc3OC)CC2)c1
 : -8 | -1 | 0.0 | -3 | -8 | -1 | 16 | 3 | -2 | -0.4
> CCc1nnc(SCC(=O)NC2CCCC2)nc1CC
 : 4 | -2 | 0.1 | -6 | 11 | 2 | 9 | 0 | . | -2.1
> Cc1ccc2nc(C(Cl)(Cl)Cl)nc(N/N=C/c3ccc([N+](=O)[O-])cc3)c2c1
 : -3 | 0 | -0.2 | -3 | -1 | 0 | -91 | -5 | -17 | -2.1

11 entries out of the list, sorted by length of the SMILES, falling:
The line under a structure holds: PKA-R2B activ | cardiac RTF act | LANA DNA inh | CAL PDZ FP-1 | RTF Ca sens inh | DAGLB inh | SR-BI DiI-HDL act | Keap1-Nrf2 PPI | Rtt109 Vps75 | CAL PDZ FP-2
> Cc1c(C)c2c(OCC(=O)N[C@@H](C)C(=O)O)cc3c(c2oc1=O)CCC(C)(C)O3
 : 0 | -2 | -5.1 | -10 | -2 | 0 | 14 | 0 | 0 | -0.5
> Cc1ccc2nc(C(Cl)(Cl)Cl)nc(N/N=C/c3ccc([N+](=O)[O-])cc3)c2c1
 : -3 | 0 | -0.2 | -3 | -1 | 0 | -91 | -5 | -17 | -2.1
> CCCN(C(=O)Cn1ncc2c([nH]c3ccccc32)c1=O)c1ccccc1C
 : -4 | 0 | -2.2 | 1 | 2 | 1 | 2 | 3 | 0 | -2.4
> C[C@H](O)[C@H](O)[C@H]1CNc2nc(N)[nH]c(=O)c2N1
 : 7 | 8 | 1.7 | -3 | -14 | 3 | 1 | -2 | -83 | 0.9
> Cc1ccc(CNC(=O)CCNS(=O)(=O)c2cccc3nonc23)cc1
 : 5 | 6 | 2.1 | 1 | 5 | 1 | 11 | -3 | 3 | -1.7
> O=C(Nc1cccc(C(F)(F)F)c1)C1CCCN(c2ncccn2)C1 (centres undefined)
 : -15 | 2 | 1.3 | -3 | -4 | -5 | 3 | 3 | -1 | .
> CCOc1ccc2nc3c(cc2c1)CN(CCCO)C(=NCCOC)S3
 : 1 | 3 | -0.2 | -1 | -10 | -4 | -18 | -2 | 0 | -1.6
> CCOc1nnc(C)c2c(C)n(-c3cccc(OC)c3)nc12
 : 0 | 0 | 0.5 | 4 | -6 | 0 | 7 | -4 | 6 | -1.5
> CCc1nnc(SCC(=O)NC2CCCC2)nc1CC
 : 4 | -2 | 0.1 | -6 | 11 | 2 | 9 | 0 | . | -2.1
> Cc1cc(OCCN2CCOCC2)ccc1C(C)C
 : -10 | 4 | 0.2 | -3 | -7 | -1 | 11 | 4 | -5 | -1.6
> O=C1Nc2ccccc2C12OCCCO2
 : -6 | -4 | -0.2 | . | 2 | -2 | 10 | 2 | -2 | -0.1

Later entries.
The line under a structure holds: PKA-R2B activ | cardiac RTF act | LANA DNA inh | CAL PDZ FP-1 | RTF Ca sens inh | DAGLB inh | SR-BI DiI-HDL act | Keap1-Nrf2 PPI | Rtt109 Vps75 | CAL PDZ FP-2
> O=C(O)CSCC(=O)NCc1c(Cl)cccc1Oc1ccccc1
 : 9 | -4 | 0.8 | 2 | -1 | 1 | 14 | -3 | 11 | 0.7
> CCc1c(C)nc2ncnn2c1NCCc1ccccc1
 : -2 | 8 | 0.1 | -1 | -12 | -1 | -16 | -11 | 5 | -2.2
> CC(=O)N1CCc2cc(S(=O)(=O)CCC(=O)N3CCN(c4ccccc4)CC3)ccc21
 : 6 | -3 | -0.1 | . | -2 | 0 | -9 | 2 | 1 | 1.0
> CCCCNS(=O)(=O)c1cccc(S(=O)(=O)N2CCCC2)c1
 : -4 | 4 | -0.1 | -2 | 2 | -2 | -23 | -2 | -15 | -0.2
> O=c1sc(/C=N/Nc2ccccc2)c(Cl)n1Cc1ccccc1
 : -10 | 0 | 1.5 | 0 | -3 | 0 | -23 | -3 | -5 | -2.4
